TRPM1 prom inh: inhibitors of MITF-dependent TRPM1 promoter reporter, primary screen, cell-based, SK-MEL-5, single point, luciferase; SK-MEL-5 TRPM1 promoter luciferase, 24 h; inhibition, % at 12.5 µM; hit rate 0.83% among 330,000;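 active = mean inhibition across replicates of 60% or more, whatever share of single replicates reaches that level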; also: values of inactives mirror those of a sister screen read the other way
CaV13 FRET inh: Primary screen for inhibitors of IQ motif and Ca2+-dependent inactivation inhibitor domain binding in CACNA1D, Förster resonance energy transfer in living cells, …. hit rate 0.098% among 340,000. inhibition, % at 12.3 µM. HEK cells, CFP/YFP FRET ICDI-IQ, plate reader, 10 min; percent FRET-ratio fall versus neutral wells;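 active = mean replicate inhibition of at least 30% and at least 1% of replicates passing that level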;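 also: 0% = median of the neutral control wells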
KKLEB tox: cytotoxicity in KKLEB CF airway cells, primary screen, cytotoxicity control for CF NF-kB inhibitor project, cell-based, uHTS, fluorescence assay plates; activity change (cytotoxicity), % at 5 µM; hit rate 0.36% among 360,000; KKLEB CF airway cells viability, ATPlite luminescence, overnight; stronger effect = lower value; cells stimulated with P. aeruginosa culture filtrate;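 active = corrected activity change at or below -50% at 5 µM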
HIF-2a inh: HIF-2a reporter inhibitors, primary screen, luminescence, 786-0 RCC cells | 786-0 RCC cells HIF-2a reporter, luciferase luminescence, overnight | hit rate 0.72% among 360,000 | inhibition, % at 18.8 µM;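 active = inhibition of the luminescence signal of 40% or more relative to plate controls, in a single-dose primary screen at 18.75 µM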
CF NFkB inh: inhibitors of PAF-induced NF-kB signaling, primary screen, cell-based, GFP fluorescence, uHTS; inhibition, % at 5 µM; KKLEB NF-kB-GFP reporter, GFP fluorescence overnight; hit rate 0.86% among 360,000;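 active = at least 50% inhibition at 5 µM, scaled per plate between neutral and stimulator controls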;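 also: PAF is a Pseudomonas aeruginosa culture filtrate used as stimulus; plate controls were PAF-stimulated DMSO wells for no effect and unstimulated DMSO wells for full effect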
PDI inh: inhibitors of human PDI, primary screen, biochemical, turbidity, single point, plate reader | PDI insulin aggregation turbidity, A650, 90 min | inhibition, % at 10 µM | hit rate 0.052% among 350,000 | AID 588391, 2011;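 active = mean inhibition across replicates of 30% or more, whatever share of single replicates reach that level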;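 also: absorbance from insulin aggregation driven by PDI reduction with DTT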
Target sequence (P07237 whole entry, looked up): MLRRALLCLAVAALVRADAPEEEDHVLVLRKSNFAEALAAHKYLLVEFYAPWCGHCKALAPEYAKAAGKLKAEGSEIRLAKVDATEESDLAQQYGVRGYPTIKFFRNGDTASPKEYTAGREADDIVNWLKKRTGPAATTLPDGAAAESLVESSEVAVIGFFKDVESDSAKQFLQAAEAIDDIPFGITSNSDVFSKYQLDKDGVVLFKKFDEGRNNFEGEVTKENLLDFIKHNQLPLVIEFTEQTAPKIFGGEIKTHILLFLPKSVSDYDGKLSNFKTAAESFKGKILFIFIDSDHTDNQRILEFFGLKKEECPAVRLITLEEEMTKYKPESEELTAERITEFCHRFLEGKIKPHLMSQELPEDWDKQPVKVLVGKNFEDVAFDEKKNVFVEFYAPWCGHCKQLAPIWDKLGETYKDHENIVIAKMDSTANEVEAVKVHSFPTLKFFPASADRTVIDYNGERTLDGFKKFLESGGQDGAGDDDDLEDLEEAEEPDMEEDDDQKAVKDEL
Peg3 prom inh: Peg3 promoter-driven luciferase inhibitors, primary screen, cell-based, HeLa, luciferase luminescence; HeLa PEG-Prom luciferase reporter, overnight; inhibition, % at 20 µM; hit rate 1.7% among 360,000; AID 588405, 2011;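 active = inhibition of at least 50% at 20 µM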
Vif inh: HIV Vif self-association inhibitors, primary screen, imaging, HEK293T, single point | HEK293T cells, Vif self-association by quenched fluorescence, 24 h | inhibition, % at 7.49 µM | hit rate 0.35% among 340,000 | AID 602346, 2012; in the data active = inhibition above about 50%, passing the limit was not always enough; also: some results filed as inactive read as strong as hits
NR2E3 ag-1: NR2E3 agonists in two-hybrid cells, primary screen, cell-based, luminescence, CHO-S, Gal4-NCOR/VP16-NR2E3 | hit rate 0.35% among 360,000 | Photoreceptor-specific nuclear receptor (Homo sapiens), Q9Y5X4 | luciferase | inhibition of corepressor binding, % at 3.98 µM | AID 602229, 2012;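 active = inhibition above the mean of all tested compounds plus 3 SD, cut at about 70% in these data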;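 also: 0% = DMSO with NR2E3 transfected cells and 100% = cells lacking NR2E3 construct; higher means lower luciferase signal from less NR2E3 corepressor binding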
Target sequence (Q9Y5X4 whole entry, looked up, the tested form may be a part): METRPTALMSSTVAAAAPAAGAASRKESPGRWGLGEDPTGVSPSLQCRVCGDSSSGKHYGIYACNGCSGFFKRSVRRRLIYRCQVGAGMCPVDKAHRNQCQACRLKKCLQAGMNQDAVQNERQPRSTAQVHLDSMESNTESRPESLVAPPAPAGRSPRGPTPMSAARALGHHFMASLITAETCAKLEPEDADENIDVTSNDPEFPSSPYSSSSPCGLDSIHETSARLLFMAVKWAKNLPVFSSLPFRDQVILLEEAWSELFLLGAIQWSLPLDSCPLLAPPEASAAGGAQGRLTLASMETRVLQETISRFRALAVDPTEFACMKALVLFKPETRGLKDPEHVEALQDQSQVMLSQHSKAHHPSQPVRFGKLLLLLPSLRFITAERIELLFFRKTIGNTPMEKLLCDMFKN
NR2E3 ag-2: inhibitors of NR2E3-RetCOR corepressor binding, primary screen, NR2E3 agonist project, biochemical, TR-FRET, GST-NR2E3, biotin-RetCOR; hit rate 0.12% among 320,000; 1536-well; AID 2300, 2010; Photoreceptor-specific nuclear receptor (Homo sapiens), Q9Y5X4; inhibition of corepressor binding, % at 4.78 µM;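 active = percent inhibition above the cutoff of mean plus 3 SD of all tested compounds, set per screening campaign, cut at about 20% in these data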;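 also: 0% = DMSO wells and 100% = biotin wells as full block of FRET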
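System: GST-tagged NR2E3 plus biotinylated RetCOR corepressor; Amount: 1.35 nM GST-tagged NR2E3 final; Dosing: single nominal compound dose of 4.8 µM; Schedule: 5 h incubation at 4 °C; Technique: TR-FRET with europium anti-GST and streptavidin-D2, 340 nm excitation; Controls: biotin wells as high control, 0.6% DMSO wells as low control.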
Shn3 inh set2: reduction of Shn3 3'UTR firefly luciferase signal, primary screen, Schnurri-3 inhibitor project, cell-based, Clone20 osteoblasts, set 2. Clone20 osteoblast Shn3 3'UTR firefly luciferase, 24 h. inhibition, % at 12.5 µM. hit rate 0.52% among 360,000;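 active = mean inhibition of at least 75% with every replicate also reaching 75%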;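 also: 0% = median of neutral control wells and 100% = pilot-screen positive control compound; some compounds past the cut are filed as inactive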
* marks the source's active call; other numbers are inactive results; · = no result given.

Sample of the layout, 13 compounds:
SMILES	TRPM1 prom inh	CaV13 FRET inh	KKLEB tox	HIF-2a inh	CF NFkB inh	PDI inh	Peg3 prom inh	Vif inh	NR2E3 ag-1	NR2E3 ag-2	Shn3 inh set2
O=C(C[n+]1ccc(C(=O)N/N=C/c2ccc(O)cc2)cc1)c1ccccc1	-8	-6	-4	-1	4	4	-25	13	0	3	0
Cc1cc(=O)oc(C)c1C(=O)N1CCN(C)CC1	7	-5	-6	2	-4	8	8	3	-20	-1	-8
CCN(CC)CCOC(=O)c1ccc(NC(=O)CNC(=O)c2ccccc2)cc1	-4	-5	-13	9	17	-7	1	-3	-3	-1	0
COc1ccccc1C1C(C(N)=O)=C(C)Nc2nc(-c3ccccc3Cl)nn21 (configuration not stated)	·	-2	-5	9	16	·	8	-5	-7	-2	4
CC(=O)c1cc2c(cc1NS(=O)(=O)c1ccc(C)cc1)OCCO2	15	-2	-5	15	6	-2	27	14	-20	2	10
COc1ccc(CCNC(=O)CCCCn2c(=O)[nH]c3ccccc3c2=O)cc1OC	1	·	-2	5	-9	-1	6	3	13	1	0
COc1ccc(NC(=O)C2CCC(CNc3c(N4CCCCC4)c(=O)c3=O)CC2)c(OC)c1 (configuration not stated)	19	-5	-5	18	-2	2	4	18	6	-2	-3
Nc1c2c(nc3ccccc13)CCCC2=O	4	-4	-1	1	9	-3	-8	2	-29	-4	3
COc1ccc(CN(C)C(=O)COC(=O)c2cnc(Cl)c(Cl)c2)cc1	7	-5	15	16	-3	-1	20	0	-2	·	-5
CCN(CC)C(=O)C1=C(C)N(Cc2ccc(OC)cc2)C(=O)C(CC(=O)NCCc2ccccn2)C1 (configuration not stated)	·	-6	28	4	-20	5	-4	11	-3	·	1
CCCN1CCN(CC(=O)Nc2cc(OCC)ccc2OCC)CC1	-7	-11	4	7	1	7	26	1	-6	1	6
Cn1c(Cl)c(/C=N/OC(=O)C2CC2)c2ccccc21	14	-4	1	-3	-4	0	-3	-1	-25	-7	3
COc1cc(C2Nc3ccc4ccccc4c3C3=C2C(=O)CC(C)(C)C3)ccc1OCC(=O)O (configuration not stated)	12	-5	9	21	4	3	11	-4	-15	0	6

Results, from the start:
SMILES	TRPM1 prom inh	CaV13 FRET inh	KKLEB tox	HIF-2a inh	CF NFkB inh	PDI inh	Peg3 prom inh	Vif inh	NR2E3 ag-1	NR2E3 ag-2	Shn3 inh set2
O=C(C[n+]1ccc(C(=O)N/N=C/c2ccc(O)cc2)cc1)c1ccccc1	-8	-6	-4	-1	4	4	-25	13	0	3	0
Cc1cc(=O)oc(C)c1C(=O)N1CCN(C)CC1	7	-5	-6	2	-4	8	8	3	-20	-1	-8
CCN(CC)CCOC(=O)c1ccc(NC(=O)CNC(=O)c2ccccc2)cc1	-4	-5	-13	9	17	-7	1	-3	-3	-1	0
COc1ccccc1C1C(C(N)=O)=C(C)Nc2nc(-c3ccccc3Cl)nn21 (configuration not stated)	·	-2	-5	9	16	·	8	-5	-7	-2	4
CC(=O)c1cc2c(cc1NS(=O)(=O)c1ccc(C)cc1)OCCO2	15	-2	-5	15	6	-2	27	14	-20	2	10
COc1ccc(CCNC(=O)CCCCn2c(=O)[nH]c3ccccc3c2=O)cc1OC	1	·	-2	5	-9	-1	6	3	13	1	0
COc1ccc(NC(=O)C2CCC(CNc3c(N4CCCCC4)c(=O)c3=O)CC2)c(OC)c1 (configuration not stated)	19	-5	-5	18	-2	2	4	18	6	-2	-3
Nc1c2c(nc3ccccc13)CCCC2=O	4	-4	-1	1	9	-3	-8	2	-29	-4	3
COc1ccc(CN(C)C(=O)COC(=O)c2cnc(Cl)c(Cl)c2)cc1	7	-5	15	16	-3	-1	20	0	-2	·	-5
CCN(CC)C(=O)C1=C(C)N(Cc2ccc(OC)cc2)C(=O)C(CC(=O)NCCc2ccccn2)C1 (configuration not stated)	·	-6	28	4	-20	5	-4	11	-3	·	1
CCCN1CCN(CC(=O)Nc2cc(OCC)ccc2OCC)CC1	-7	-11	4	7	1	7	26	1	-6	1	6
Cn1c(Cl)c(/C=N/OC(=O)C2CC2)c2ccccc21	14	-4	1	-3	-4	0	-3	-1	-25	-7	3
COc1cc(C2Nc3ccc4ccccc4c3C3=C2C(=O)CC(C)(C)C3)ccc1OCC(=O)O (configuration not stated)	12	-5	9	21	4	3	11	-4	-15	0	6
CCOc1ccc(NC(=O)c2ccc(NCC(=O)N3CCCCCC3)cc2)cc1	5	-1	14	4	-1	-1	-112	6	-16	-4	-18
COCCCN(CCC#N)C(=O)c1c(-c2c(Cl)cccc2Cl)noc1C	9	-21	6	18	8	-6	0	2	-43	3	-31
CC(=O)N(CCc1ccccc1C)Cc1cc2cc(C)ccc2[nH]c1=O	10	-5	-3	10	6	-4	18	-2	-30	·	12
O=C(Nc1nc2ccccc2s1)c1ccccc1[N+](=O)[O-]	-75	-21	-3	-294	13	0	-266	-6	-130	0	-84
CCC(C)C(=O)Nc1nc(C)c(-c2csc(Nc3ccccc3OC)n2)s1 (configuration not stated)	-2	-8	5	18	11	-2	-4	-5	-18	3	45
CC(=O)c1ccc(N2CCN(c3ccnc4cc(Cl)ccc34)CC2)cc1	10	-2	-18	12	37	-2	4	-13	-8	2	46
O=C(/C=C/[C@H]1O[C@@H](n2ccc(=O)[nH]c2=O)[C@H](O)[C@@H]1O)N1CCN(Cc2ccc(F)cc2)CC1	·	-5	5	18	-16	·	14	0	-14	·	-5
CCn1c(-c2ccccc2SC)n[nH]c1=S	6	-3	1	14	-22	12	18	-1	-9	2	-13
CCc1c(C)c2c(C)[nH]nc2oc1=O	-4	·	-6	-3	-22	-8	-7	3	-22	0	-14
CC(C)c1ccc(S(=O)(=O)N2CCN(C(=S)NCc3ccco3)CC2)cc1	2	-6	-2	14	-15	6	30	5	-10	3	28
O=S(=O)(Cc1ccc(Cl)cc1)Oc1ccc(Cl)cc1	1	-6	4	-31	-33	-9	2	13	-7	·	-3
C=C(C)C(=O)Nc1cccc(C2=NOC3(C2)C[C@H](C(N)=O)N(C(=O)c2ccccc2C(=O)c2ccccc2)C3)c1 (some centres not stated)	-4	-6	12	13	-36	2	-2	-17	-5	-48	3
Further results follow.
SMILES	TRPM1 prom inh	CaV13 FRET inh	KKLEB tox	HIF-2a inh	CF NFkB inh	PDI inh	Peg3 prom inh	Vif inh	NR2E3 ag-1	NR2E3 ag-2	Shn3 inh set2
CC#CC(=O)N1CCC(C(=O)Nc2ccc(Oc3ccccc3)nc2)CC1	-26	-10	5	-154	11	3	-170	-17	-59	-1	-47
COC(=O)c1ccc(-n2c(C)nc(=O)c(-c3ccccc3)c2C)cc1	-11	-9	-12	17	24	3	-10	24	6	5	1
CC(C)(C)c1cc(=O)n(-c2ccccc2)[nH]1	3	-1	-11	1	29	2	-4	1	7	29*	-38
COc1ccc(N(CC(=O)Nc2cccc3ccccc23)S(C)(=O)=O)cc1	·	-1	-2	-25	-1	5	-15	6	-38	4	-2
CN1C2CCC1/C(=C/c1cccn1C)C(=O)/C2=C\c1cccn1C	11	-16	10	5	-12	1	4	1	3	-1	-34
O=C(NCc1ccco1)[C@@H]1CSC2c3ccccc3C(=O)N21 (some centres not stated)	6	0	2	7	3	3	4	-2	-23	7	-1
COc1cccc(C(=O)N(C)C(C)c2nc3ccccc3s2)c1 (configuration not stated)	13	-4	7	13	-8	-3	0	1	-12	2	1
COc1cc(C(=O)OCC(=O)N2c3ccccc3NC(=O)C2(C)C)ccc1OCC(C)C	-3	-2	7	-21	-29	-3	31	-14	15	5	17
O=C(CN1C(=O)C2C3C=CC(C3)C2C1=O)Nc1ccc(S(=O)(=O)Nc2nccs2)cc1 (configuration not stated)	3	-16	14	14	-11	-4	11	-5	-12	-3	2
Cc1ccc(NC(=O)CN(C)Cc2ccc(Cl)cc2)cc1	-5	1	7	-14	1	1	-10	-15	-31	-3	-15
COc1ccccc1C(=O)N/C(=C\c1ccccc1)C(=O)NC(Cc1ccccc1)C(=O)O (configuration not stated)	11	-2	-4	14	11	1	8	-5	-9	2	-1
CCOc1ncccc1C(=O)OCC(=O)Nc1cccc(S(N)(=O)=O)c1	2	-2	2	12	-5	-1	8	2	-16	5	3
Cc1sc2ncnc(OCC(=O)c3ccc(S(=O)(=O)N4CCCC4)cc3)c2c1C	-3	-5	-10	30	1	0	26	-2	-9	0	18
O=C(COC(=O)CSc1ccc2ccccc2c1Br)NC1CC1	8	-7	12	15	8	0	2	1	-20	11	-12
NC(=O)CCC1NC(=S)N(Cc2ccccc2)C1=O (configuration not stated)	-5	-6	6	14	10	-5	9	2	-5	-6	-6
CC/C(=N\NC(=O)CSCc1ccc(Cl)cc1)c1ccc2c(c1)OCCO2	-3	-1	13	-7	-2	-3	2	-7	-4	5	-14
CCOc1cc(/C=N/NC(=O)c2ccc(N(C)S(=O)(=O)c3ccccc3)cc2)ccc1OC	1	-5	-8	1	-2	-18	19	3	8	-1	-4
OC(C#CCCN1CCCCC1)(c1ccccc1)c1ccccc1	-11	-5	3	12	10	-26	3	·	1	-1	8
COc1ccc(CN(C)C(=O)c2cc(-c3ccc(C)cc3C)nc3ccccc23)c(OC)c1OC	8	-3	-12	14	67*	7	75*	3	3	2	29
CCC(=O)N1CCc2cc(Br)cc(S(=O)(=O)N3CCC(C(=O)NC(C)(C)C)CC3)c21	1	-3	-1	17	-1	-6	21	1	0	-4	10
c1ccc(-c2cc(-c3ccncc3)nc3ccc4ccccc4c23)cc1	7	-5	-16	20	12	16	21	·	-19	-2	4
COc1cc(C(=S)N2CCC(Cc3ccccc3)CC2)ccc1OCC(N)=O	12	-19	8	3	-7	4	18	-6	14	7	-14

Records above shown as hits in Peg3 prom inh:
Molecule | TRPM1 prom inh | CaV13 FRET inh | HIF-2a inh | CF NFkB inh | PDI inh | Peg3 prom inh | Vif inh | NR2E3 ag-1 | NR2E3 ag-2 | Shn3 inh set2
COc1ccc(CN(C)C(=O)c2cc(-c3ccc(C)cc3C)nc3ccccc23)c(OC)c1OC | 8 | -3 | 14 | 67* | 7 | 75* | 3 | 3 | 2 | 29

Not a hit list, and some 3.3% of all compounds hit somewhere here.
